Bioassay records from PubChem BioAssay.
aSyn rescue – inhibitors of alpha-synuclein toxicity in yeast | Potency, µM (titrated, usually from 46.1 µM), without a hit: at the highest dose growth rescue (activation), usual class: activators | Yeast expressing alpha-synuclein, growth rescue, BacTiter-Glo, 24 h | 370,000 tested, 0.14% active; also: % of control where 0% means no effect; nearly all actives have a fitted effect of over 65% in size
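Readout is rescue of growth in alpha-synuclein-expressing yeast, so inhibitors of toxicity appear as activators. Growth after 24 hr at 30 deg C in galactose medium is quantified by luminescence.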
FUS yeast rescue – suppressors of FUS proteinopathy in yeast. S. cerevisiae FUS-expressing, growth rescue, OD600, 24 h. 390,000 tested, 0.24% active. AID 1347120. Potency, µM (titrated, usually from 76.6 µM), for the others: at the highest dose growth rescue (activation), usual class: activators;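 also: plate controls were DMSO vehicle for no effect and reference control for full effect; nearly all actives have a fitted effect of over 55% in size; some results filed as inactive show a strong effect at the top dose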
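S. cerevisiae expressing FUS from galactose induction served as the toxicity model. Growth after 24hr at 30C, read as absorbance at 600 nm, indicates suppression of toxicity; compounds dosed at several concentrations.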
TDP-43 yeast inh – TDP-43 toxicity inhibition in yeast; TDP-43 expressing yeast growth rescue, BacTiter-Glo, 24 h; Potency, µM (titrated, usually from 46.1 µM), for inactives: at the top dose growth rescue (activation), usual class: activators; 410,000 tested, 1.8% active; AID 652104; also: % of control where 0% means no effect; nearly all actives have a fitted effect of over 50% in size
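Yeast cells expressing TDP-43 under galactose induction are exposed to compounds for 24 hr at 30 deg C. BacTiter-Glo luminescence measures growth, so protective compounds score as activators.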
EPAC2 ag – activates human EPAC2 exchange factor; AID 720711; EPAC2 activation, biochemical qHTS; response scale: 100% = 6.5 mM cAMP response; Potency, µM (series often up to 154 µM), inactives show at the highest dose activation, usual class: activators; 360,000 tested, 0.079% active; also: nearly all actives have a fitted effect of over 50% in size
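Guanine nucleotide exchange by EPAC2 is measured as reduced fluorescence of BODIPY-GDP once it is released from 250 nM Rap1B. Plates are read kinetically for 30 min at room temperature; results are scaled to 6.5 mM cAMP.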
EPAC1 antagonist – antagonists of human EPAC1; EPAC1 GEF assay, Rap1b-BODIPY-GDP exchange fluorescence; O95398; 360,000 tested, 0.14% active; Potency, µM (doses to about 115 µM), for inactives: at the top dose activity change, negative = inhibition, actives largely listed as inhibitors;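 also: plate controls were vehicle for no effect and positive control for full effect; nearly all actives have a fitted effect of over 50% in size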
EPAC1 ag – EPAC1 (human) agonism; O95398; EPAC1 agonist qHTS, biochemical assay; response scale: 100% = response to 6.5 mM cAMP; Potency, µM (titrated, usually from 154 µM), for inactives: top-dose activation, usual class: activators; 360,000 tested, 0.073% active; also: nearly all actives have a fitted effect of over 60% in size
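Normalized to 6.5 mM cAMP, activity reflects EPAC1-catalysed release of BODIPY-GDP from Rap1B, followed kinetically over 30 min at 480 nm excitation, 540 nm emission. Reaction contained 100 nM EPAC1, 250 nM Rap1B-BODIPY-GDP, 50 uM GDP.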
PTHR1 ag – PTHR1 (human) receptor agonism; Q03431; HEK293 GP2 PTHR1 cells, GloSensor cAMP luminescence, 1 h; Potency, µM (doses to about 115 µM), without a hit: at the top dose activation, usual class: activators; 410,000 tested, 0.075% active; AID 743266; also: nearly all actives have a fitted effect of over 55% in size; some results filed as inactive show a strong effect at the top dose; inactives centre near -15; many of its hits are not listed in these tables
Target sequence (Q03431 whole entry, looked up): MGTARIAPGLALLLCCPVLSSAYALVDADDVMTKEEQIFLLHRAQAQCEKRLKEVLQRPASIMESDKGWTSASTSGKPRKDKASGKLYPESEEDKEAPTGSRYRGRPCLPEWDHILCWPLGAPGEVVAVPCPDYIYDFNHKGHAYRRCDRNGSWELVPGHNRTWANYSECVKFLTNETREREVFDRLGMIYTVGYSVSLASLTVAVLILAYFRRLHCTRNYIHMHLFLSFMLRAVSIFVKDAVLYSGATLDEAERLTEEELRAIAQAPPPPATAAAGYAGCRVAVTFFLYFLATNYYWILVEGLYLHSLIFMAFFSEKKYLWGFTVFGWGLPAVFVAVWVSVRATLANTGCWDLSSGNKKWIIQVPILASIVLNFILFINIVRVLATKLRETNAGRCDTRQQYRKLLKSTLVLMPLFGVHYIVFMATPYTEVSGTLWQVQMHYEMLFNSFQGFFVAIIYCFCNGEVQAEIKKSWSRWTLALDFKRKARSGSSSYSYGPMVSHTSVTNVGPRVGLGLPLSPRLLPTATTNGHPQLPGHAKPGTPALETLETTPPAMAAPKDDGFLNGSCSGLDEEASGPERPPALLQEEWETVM
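HEK-293-derived GP2 cells expressing PTHR1 and a GloSensor cAMP reporter, 3,000/well, plated overnight, given luciferin plus IBMX (each 0.5 mM as added) for 1 h at 37 °C, then compound for 1 h at 37 °C. Luminescence was read after 15 min at room temperature.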
EPAC2 antagonist – EPAC2 (human) antagonism; Potency, µM (top dose mostly 114 µM), without a hit: at the top dose activity, negative = inhibition, usual class: inhibitors; AID 720708; Q8WZA2; 360,000 tested, 0.18% active; EPAC2 GEF exchange of Rap1B-BODIPY-GDP, fluorescence; also: % is scaled to controls: 0 for no effect and ±100 for the full control effect; nearly all actives have a fitted effect of over 45% in size; many of its hits are not listed in these tables
* marks the source's active call; other numbers are inactive results; i = inactive; ? = inconclusive; nt = no result given; [ ] = dose if it differs, or a comment. Calls follow the shape of the dose curve; as a rule, active = well fitted curve in the direction sought with a large enough effect; inconclusive = small, poorly fitted or top-dose-only effect, or another doubt; inactive = no such curve, though single readings can be large; an effect the other way counts as inactive or inconclusive. Potency is read from the fitted curve at half-maximal effect. This is a subset. The share of hits here may be higher or lower than overall.

SMILES	aSyn rescue	FUS yeast rescue	TDP-43 yeast inh	EPAC2 ag	EPAC1 antagonist	EPAC1 ag	PTHR1 ag	EPAC2 antagonist
CN(CC(O)CON=C1c2ccccc2-c2ccccc21)S(=O)(=O)c1ccc(Br)cc1 (stereo not drawn)	?	?	-1%	9%	-23%	8%	-10%	-14%
COc1cccc(NC(=O)NC2CCN(CC(=O)Nc3ccccc3[N+](=O)[O-])CC2)c1	3%	11%	1%	13%	-4%	6%	i	-4%
CC(C)(C)c1ccccc1OCC(=O)NCCC(=O)O	-13%	-10%	8%	-3%	3%	2%	i	1%
CCOc1ncccc1C(=O)OCC(=O)c1c[nH]c2ccccc12	5%	-4%	?	12%	-5%	8%	-2%	-1%
O=C(O)c1cccc(N2C(=O)C3CC=CCC3C2=O)c1 (stereo not drawn)	-1%	-13%	-28%	7%	4%	9%	-7%[57.5 µM]	3%
CC1CC(C)CN(C(=S)Nc2ccc3nc4n(c(=O)c3c2)CCCCC4)C1 (stereo not drawn)	10%	25%	0%	-5%	11%	-13%	-26%	6%
O=C(NCC1COCCO1)c1cc(COc2ccc(F)cc2F)on1 (stereo not drawn)	-8%	nt	8%	2%	4%	6%	-16%	1%
CCOc1ccc(NC(=S)N(CCc2c(C)[nH]c3ccc(C)cc23)Cc2ccncc2)cc1	7%	?	8%	13%	-23%	-7%	-6%	3%
c1ccc(CCc2cccnc2)cc1	3%	-19%	15%	5%	-4%	2%	i	2%
CC(=O)C(C)Oc1ccc2c3c(c(=O)oc2c1)CCCC3 (stereo not drawn)	0%	5%	?	3%	-1%	15%	-27%	-2%
C=CCc1c(C)nc(-c2ccccc2)nc1Nc1ccccc1O	-20%	4%	-7%[9.22 µM]	12%	-14%	13%	-23%	-17%
Cc1ccc(NC(=O)CN2C(=O)CN(C)C2=O)cc1S(=O)(=O)N1CCCCC1	1%	18%	-15%	2%	-9%	5%	-7%	1%
CCC(C)[C@H](NC(=O)N1CCC(C)CC1)C(=O)O (stereo partly drawn)	-1%	31%	4%	-9%	3%	1%	-12%	4%
CCCCN(CCCNC(=O)C1CCN(S(=O)(=O)N2CCOCC2)CC1)c1ccccc1	1%	17%	-6%	4%	-12%	2%	i	-5%
C=CCn1c(SCc2nc3c(c(=O)[nH]c(=O)n3CCCC)n2CCC)nnc1-c1ccccc1	0%	23%	1%	11%	1%	-13%	-18%[57.5 µM]	20%
O=C(Cc1cccs1)N(c1ccc(Cl)cc1)C1C=CS(=O)(=O)C1 (stereo not drawn)	4%	1%	-1%	12%	-1%	7%	i	-1%
O=C(c1cccs1)N(Cc1nc2sc3c(c2c(=O)[nH]1)CCCC3)C1CCCC1	29%	?	0%	15%	3%	18%	-17%	12%
CCOC(=O)C1=C(C)N(C[C@@H]2CC[C@@H](Cc3ccc(-c4ccccc4)cc3)O2)C(=O)NC1c1cccc([N+](=O)[O-])c1 (stereo partly drawn)	10%	41%	6%	15%	5%	7%	-3%	6%
C=CCn1c(N)cc(=O)nc1SCC(=O)Nc1ccc(C)cc1	1%	2%	-5%	3%	13%	-10%	i	5%
CCCN(CCC)C(=O)CC(c1ccccc1)c1cc(Br)ccc1O (stereo not drawn)	14%	20%	-1%	-9%	-20%	29%	-13%	-26%
COc1ccccc1CN(C)c1ccc(S(=O)(=O)N2CCN(C)CC2)cn1	6%	-8%	15%	0%	-1%	-2%	-6%	-2%
COc1ccc(C(CC(=O)N2CCCC(C)C2)c2c(O)cc(OC)cc2OC)cc1 (stereo not drawn)	-2%	11%	-7%	11%	-8%	-16%	-10%	?
Cc1cc(C)cc(NC(=S)N2CCN(c3ccccn3)CC2)c1	2%	-2%	-1%	-9%	-3%	-4%	-39%[inhibitor]	8%
C(=N\Nc1nc(-c2ccccc2)cs1)/c1ccco1	-14%	nt	?	8%	-2%	14%	-39%[inhibitor]	-11%
Cc1ccccc1-n1nc2c(c1NC(=O)CC(C)C)CS(=O)C2 (stereo not drawn)	-4%	19%	8%	0%	14%	0%	i	4%
CCNC(=O)C1CCCN(C(=O)c2ccccc2OC(F)(F)F)CC1 (stereo not drawn)	-4%	23%	13%	4%	14%	8%	-30%[inhibitor]	23%
CCOC(=O)c1csc(NC(=O)COc2ccc(Cl)cc2Cl)n1	-13%	nt	?	14%	-29%	8%	-39%[inhibitor]	-9%
CSCCC(C(=O)Nc1c(C)cccc1C)n1c(-c2ccc(C(F)(F)F)cc2)nc2ccccc21 (stereo not drawn)	-6%	-3%	4%	-10%	-15%	-15%	12%	-13%
CCOc1ccccc1N1CCN(CC(=O)NCCc2ccc(S(N)(=O)=O)cc2)CC1	0%	-9%	-12%	-2%	0%	-3%	i	12%
Cc1ccc[n+](C(C)C(=O)c2ccc(Cl)cc2)c1 (stereo not drawn)	-3%	-15%	-5%	12%	3%	15%	i	-2%
O=C(CN(Cc1ccc(F)cc1)C(=O)CCC(=O)Nc1ccccn1)NCc1ccco1	1%	-50%	10%	-8%	-3%	-6%	i	9%
O=C(CCCCn1c(=O)c2ccccc2n(CC(=O)Nc2ccccc2)c1=O)NCc1ccco1	-8%	-2%	-18%	3%	12%	-1%	i	20%
O=C1c2ccccc2S(=O)(=O)N1CCOc1ccc(F)cc1	23%	1%	0%	15%	-7%	14%	-20%	-12%
OC(c1cccc(Cl)c1)c1nc(/C=C/c2ccc(C(F)(F)F)cc2)cs1 (stereo not drawn)	-5%	-6%	17%	-3%	-25%	-6%	-43%[inhibitor]	-13%
CCN1C(=S)SC(=O)C1=C1C=C(C)OC(C)=C1	-6%	-17%	-6%	-8%	1%	1%	i	-9%
COc1cccc(CNS(=O)(=O)c2ccc(S(=O)(=O)N3CCCC3)cc2)c1	1%	4%	-1%	8%	7%	2%	-14%	9%

Whole records, quoted from the list. Screens in order: aSyn rescue | FUS yeast rescue | TDP-43 yeast inh | EPAC2 ag | EPAC1 antagonist | EPAC1 ag | PTHR1 ag | EPAC2 antagonist
Listed for OC(c1cccc(Cl)c1)c1nc(/C=C/c2ccc(C(F)(F)F)cc2)cs1 (stereo not drawn) : -5% | -6% | 17% | -3% | -25% | -6% | -43%[inhibitor] | -13%
Listed for CSCCC(C(=O)Nc1c(C)cccc1C)n1c(-c2ccc(C(F)(F)F)cc2)nc2ccccc21 (stereo not drawn) : -6% | -3% | 4% | -10% | -15% | -15% | 12% | -13%
Listed for O=C1c2ccccc2S(=O)(=O)N1CCOc1ccc(F)cc1 : 23% | 1% | 0% | 15% | -7% | 14% | -20% | -12%
Listed for CCN1C(=S)SC(=O)C1=C1C=C(C)OC(C)=C1 : -6% | -17% | -6% | -8% | 1% | 1% | i | -9%
Listed for COc1cccc(CNS(=O)(=O)c2ccc(S(=O)(=O)N3CCCC3)cc2)c1 : 1% | 4% | -1% | 8% | 7% | 2% | -14% | 9%

Returning to the listing; the two compounds before the break are reprinted first.
SMILES	aSyn rescue	FUS yeast rescue	TDP-43 yeast inh	EPAC2 ag	EPAC1 antagonist	EPAC1 ag	PTHR1 ag	EPAC2 antagonist
CCN1C(=S)SC(=O)C1=C1C=C(C)OC(C)=C1	-6%	-17%	-6%	-8%	1%	1%	i	-9%
COc1cccc(CNS(=O)(=O)c2ccc(S(=O)(=O)N3CCCC3)cc2)c1	1%	4%	-1%	8%	7%	2%	-14%	9%
O=C(c1ccccc1Oc1ccc([N+](=O)[O-])cc1)N1CCOCC1	1%	-7%	7%	3%	14%	10%	2%	-1%
COC(=O)c1ccc[n+](CC(=O)Nc2ccc(OC(F)F)cc2)c1	-9%	4%	3%	1%	-9%	14%	i	-10%
Cc1cc2oc(=O)cc(CN3CCN(c4ccccc4)CC3)c2cc1Cl	2%	-19%	19%	4%	12%	8%	-21%	1%
CC1NC(=O)c2cccnc2-n2c1nc1cc(F)c(F)cc1c2=O (stereo not drawn)	0%	-30%	17%	2%	-5%	-3%	-16%	6%
O=C(NCc1cccs1)C1CCCN1C(=O)Nc1ccccc1 (stereo not drawn)	-4%	16%	-4%	10%	-4%	0%	-72%[inhibitor]	-2%
O=C(Cn1c(=O)cnc2ccccc21)N1CCN(S(=O)(=O)c2ccccc2Br)CC1	6%	10%	-13%	-9%	10%	-7%	-5%	11%
Cc1ccc(Cl)cc1N(CC(=O)NC(C)c1ccccc1)S(C)(=O)=O (stereo not drawn)	2%	13%	-2%	4%	-3%	6%	i	0%
O=C(CNS(=O)(=O)c1ccc(Cl)cc1)OCC(=O)N1CCCc2ccccc21	3%	15%	10%	2%	-11%	-1%	-20%	-1%
c1ccc(-c2cn3nc(-c4ccccc4)cnc3n2)cc1	-9%	nt	14%	-9%	-5%	-4%	i	8%
Cc1cc(/C=C/C(=O)O)c(C)n1-c1ccc(Cl)cc1	10µM*	1%	?	-1%	23%	0%	i	23%
COc1ccc(NC(C)C(=O)N2CCN(Cc3ccccc3)CC2)cc1 (stereo not drawn)	-1%	8%	-21%	4%	-6%	-12%	?	12%
CC1(C)CC(=O)C2=C(C1)N(c1ccccc1)C(=O)CC2c1ccsc1 (stereo not drawn)	7%	9%	19%	3%	4%	0%	i	-8%
COc1ccccc1-c1csc(NC(=O)c2ccc(N3C(=O)CCC3=O)cc2)n1	2%	-7%	3%	5%	-4%	-3%	-39%[inhibitor]	7%[57.1 µM]
COc1ccc2c(CC(=O)NC(Cc3ccc(Cl)cc3)C(=O)O)cc(=O)oc2c1C (stereo not drawn)	3%	1%	19%	-3%	-1%	9%	-18%	4%
CC(C)(C)c1ccc(OCCC(=O)OCC(=O)NCc2ccccc2)cc1	21%	21%	29%	-6%	-12%	5%	-10%	-7%
N#Cc1ccc(OCC(=O)NNC(=S)NC(=O)C2CC2)cc1	12%	nt	?	5%	5%	2%	-8%	3%
Cc1ccc(S(=O)(=O)N2CCOCC2)cc1NC(=O)CSc1nnnn1C1CCCC1	0%	-5%	5%	-2%	-9%	-1%	-16%	-4%
CCN(C[C@H]1N[C@@](Cc2ccccc2)(C(=O)OC)[C@H]2C(=O)N(C)C(=O)[C@@H]12)C(=O)Nc1ccccc1	-3%	0%	5%	11%	-1%	-4%	2%	5%
CCN(c1ccccc1)S(=O)(=O)c1ccc(C(=O)NCc2ccco2)cc1	1%	2%	18%	14%	0%	-16%	-24%	0%
CC(C)OCC1CC(CC(=O)NC(=S)Nc2cccc([N+](=O)[O-])c2)C(=O)O1 (stereo not drawn)	13%	13%	-26%	8%	5%	-4%	-9%	3%
Cc1cc(=O)oc2cc(OC(=O)c3ccco3)ccc12	18%	-18%	2%	6%	4%	-3%	i	-2%
COC(=O)c1ccc(N(CC(=O)NCC2CCCO2)C(=O)CCC(=O)Nc2cc(C)on2)cc1 (stereo not drawn)	0%	17%	19%	11%	-3%	1%	-2%	2%
